WRN inhibitor = WRN helicase (human) inhibition; Q14191; WRN helicase unwinding, fluorescent forked duplex, kinetic; Potency, µM (top dose mostly 114 µM), for the others: top-dose activity change, negative = inhibition, usual class: inhibitors; hit rate 0.46% among 360,000; AID 651768; further: potency means the concentration at half of the fitted maximal effect; on the % scale 0 is the no-effect control and ±100 the full control effect; nearly all actives have a fitted effect of over 55% in size
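Enzyme (20 nM final) and test compound sit together 15 min at room temperature before substrate addition. Substrate is a single-forked duplex oligonucleotide (100 nM) labelled with fluorophore and quencher, with 2 mM ATP; helicase unwinding raises red fluorescence, read kinetically.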
EPAC1 agonist = agonists of human EPAC1 | Potency, µM (highest dose often 154 µM), inactives show top-dose activation, actives largely listed as activators | hit rate 0.073% among 360,000 | EPAC1 agonist qHTS, biochemical assay; response scale: 100% = response to 6.5 mM cAMP; further: potency means the concentration at half of the fitted maximal effect; nearly all actives have a fitted effect of over 60% in size
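Nucleotide exchange by EPAC1 (100 nM) on Rap1B–BODIPY-GDP (250 nM) in the presence of 50 uM GDP is tracked fluorescently at 480/540 nm over 30 min. Signals are normalized to a 6.5 mM cAMP control.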
PLK1 PBD inh = blocks phosphopeptide binding to human PLK1 polo-box domain; Plk1 PBD binding of FITC phosphopeptide, fluorescence polarization; P53350; AID 720504; hit rate 2.8% among 360,000; Potency, µM, inactives show max response, negative = inhibition, actives largely listed as inhibitors; further: potency means the concentration at half of the fitted maximal effect; series mostly up to about 57 µM; on the % scale 0 is the no-effect control and ±100 the full control effect; nearly all actives have a fitted effect of over 65% in size
aSyn yeast inh = rescues yeast growth from alpha-synuclein toxicity; Potency, µM (highest dose often 46.1 µM), without a hit: top-dose growth rescue (activation), hits mostly activators; hit rate 0.14% among 370,000; AID 652106; Yeast expressing alpha-synuclein, growth rescue, BacTiter-Glo, 24 h; further: potency means the concentration at half of the fitted maximal effect; % of control where 0% means no effect; nearly all actives have a fitted effect of over 65% in size
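Screening used galactose-induced yeast with toxic alpha-synuclein levels, exposed to compound for 24 hr at 30 deg C. Cell growth, read with BacTiter-Glo luminescence, gave the measured signal.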
Abeta yeast res = A-beta toxicity reversal in yeast. yeast expressing A-beta42, growth rescue, OD600, 48 h; response scale: 0% DMSO, 100% iron-clioquinol control. Potency, µM (doses to about 46.1 µM), without a hit: top-dose growth rescue, hits mostly activators. hit rate 0.063% among 410,000. AID 1347071; further: potency means the concentration at half of the fitted maximal effect; nearly all actives have a fitted effect of over 55% in size
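Growth rescue measured by 600 nm absorbance after 48 h yeast culture at 30 C with compound. Values normalized between DMSO and an equimolar ferric chloride plus clioquinol control.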
PI5P4Ka inh = PI5P4K alpha (human) kinase inhibition; max response, %; AID 652105; hit rate 1.2% among 330,000; P48426; PI5P4Kalpha enzyme, ADP-Glo luminescence, 60 min; hits give low values; active means max response of -50% or lower; inconclusive means between -30% and -50%; inactive means -30% or higher; further: value at the top dose of about 77 µM; on the % scale 0 is the no-effect control and ±100 the full control effect
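Luminescence from ADP-Glo served as readout of PI5P4Kalpha activity in a qHTS format. Reaction: enzyme, substrate, compound, ATP at 5 microM final, 60 min at RT.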
FUS yeast rescue = rescues growth of FUS-expressing yeast; hit rate 0.24% among 390,000; Potency, µM (titrated, usually from 76.6 µM), for inactives: at the highest dose growth rescue (activation), usual class: activators; S. cerevisiae FUS-expressing, growth rescue, OD600, 24 h;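 further: potency means the concentration at half of the fitted maximal effect; plate controls were DMSO vehicle for no effect and reference control for full effect; nearly all actives have a fitted effect of over 55% in size; some results filed as inactive show a strong effect at the top dose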
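Steps: raffinose overnight preculture; dilution to OD 0.005 in 2% galactose minimal medium; compound addition (concentration series); 24hr at 30C, 99% humidity; absorbance read at 600 nm.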
EPAC1 antag = EPAC1 (human) antagonism; O95398; EPAC1 GEF assay, Rap1b-BODIPY-GDP exchange fluorescence; Potency, µM (titrated, usually from 115 µM), without a hit: at the top dose activity change, negative = inhibition, most hits filed as inhibitors; hit rate 0.14% among 360,000; AID 720709;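 further: potency means the concentration at half of the fitted maximal effect; plate controls were vehicle for no effect and positive control for full effect; nearly all actives have a fitted effect of over 50% in size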
IL2 activator = activates IL-2 in a cell-based reporter assay; IL-2 activation reporter assay, cell-based qHTS; stimulated with anti-CD3/CD4/CD28 beads; in transgenic mouse T cells; activation, % (series mostly up to about 46 µM); hit rate 0.065% among 360,000; AID 652025; in the data active means activation above about 50%; inconclusive means mostly about 30% to 49%; further: 0% is about no effect
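Unstimulated transgenic mouse T cells, 750 per well, received compound and, after 60 minutes, anti-CD3/anti-CD4 bead plus anti-CD28 stimulation. EGFP and DsRed were quantified after 18 hours.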
* marks the source's active call; other numbers are inactive results; ? = inconclusive; · = no result given; & = joins results of further samples; [ ] = remark or other dose. Unless noted, the call rests on the fitted dose curve; in most records, active means well fitted curve in the direction sought with a large enough effect; inconclusive means small, poorly fitted or top-dose-only effect, or another doubt; inactive means no such curve, though single readings can be large; an effect the other way counts as inactive or inconclusive.

Results follow in this order: WRN inhibitor, EPAC1 agonist, PLK1 PBD inh, aSyn yeast inh, Abeta yeast res, PI5P4Ka inh, FUS yeast rescue, EPAC1 antag, IL2 activator
CCc1ccc(OC2(C)CCN(Cc3ccccc3OC(F)F)C2)cc1 (stereo not drawn)
  -3%, 8%, -4%, -1%, 1%, 13, -3%, 7%, -0.3
Cc1ccc2c(Cl)cc(Cl)c(OCC(=O)N3CCOCC3)c2n1
  -8%, 21%, 2%, -2%, -5%, 4, 10%, -3%, 2.7
O=[N+]([O-])c1cc(CSC2=NCCN2)ccc1O
  -2%, 14%, ?, 0%, -6%, -12, 10%, 0%, -4.1
O=C(C[n+]1ccc(C(=O)N/N=C/c2ccc(OCc3ccccc3)cc2)cc1)c1ccccc1
  -15%, 9%, -8%, -7%, 4%, ·, 39%, -6%, -2.0
Clc1ccc(CSc2nnnn2-c2ccc3c(c2)OCO3)c(Cl)c1
  -12%, 16%, -8%, -1%, 8%, 12, -1%, -8%, -0.9
Cn1nnnc1SCc1c(F)cccc1F
  7%, -1%, -2%, 0%, -1%, ·, -2%, 16%, 4.3
C=CCn1c(SCC(=O)c2cc(C)n(CCOC)c2C)nc2sc(C)c(C)c2c1=O
  1%, -1%, -8%, 2%, 7%, 3, -1%, 10%, 0.9
CCC(C)(C)n1nnnc1C(c1cccs1)N1CCc2ccccc21 (stereo not drawn)
  -7%, 22%, -5%, -23%, -26%, ·, 13%, -16%, -2.1
CCOc1ccc(NC(=O)COC(=O)Cc2ccc(S(=O)(=O)N3CCOCC3)s2)cc1
  -26%, 12%, -2%, 1%, -1%, ·, ?, -2%, -1.6
CCCCS/C(=C(/C#N)C(N)=O)c1cc2c([nH]1)CCCC2
  -3%, 4%, -15%, 10%, 25%, -4, 16%, 2%, 0.1
NC(=O)c1cc(S(=O)(=O)Nc2cccc(Cl)c2)cs1
  4%, 10%, -17%, 3%, -3%, 0, 3%, -8%, 0.3
Cc1noc(C)c1S(=O)(=O)N1CCC(C(=O)N2CCN(c3ccc(Cl)cc3)CC2)CC1
  -3%, 5%, -11%, -1%, 21%, -1, ?, 5%, 3.4
COc1cc2cc(C(=O)N/N=C/c3ccccc3Cl)[nH]c2cc1OC
  -30%, 9%, -3%, -3%, 1%, -3, -18%, -1%, -1.9
O=C(c1cc(NC(=O)C23CC4CC(CC(C4)C2)C3)cc(NC(=O)C23CC4CC(CC(C4)C2)C3)c1)N1CCCCC1
  5%, -4%, -7%, -4%, 17%, -9, ?, -7%, -2.7
COc1cc2c(C#CCCCO)c(-c3ccc(C#N)cc3)oc(=O)c2cc1OC
  0%, 0%, -14%, -2%, 1%, 1, 3%, -2%, 0.1
O=S(=O)(c1cccc(COc2ccc(Cl)cc2Cl)c1)N1CCOCC1
  ?, 20%, -9%, 3%, 12%, -2, 28%, 8%, -4.8
Cc1occc1C(=O)NC(C)CCc1ccccc1 (stereo not drawn)
  -5%, 8%, -13%, -28%, -71%[inhibitor], -6, 6%, -11%, 0.6
CN(C)c1ccc(CNC23CN4CN(CN(C4)C2)C3)cc1
  -2%, 8%, -1%, -1%, -5%, 2, -14%, 3%, 1.4
COc1ccc(NC(=O)c2sc(N3CCOCC3)nc2-c2ccccc2)c(OC)c1
  -32%[57.1 µM], -4%, -9%, 2%, -3%, 5, 32%, -26%, -2.0
CN(C(=O)c1ccc(NC(=O)C2CCCN(C(=O)OC(C)(C)C)C2)cc1)C1CCC1 (stereo not drawn)
  2%, 4%, -7%, 0%, -10%, 2, 19%, 8%, -0.2
CC(=O)N(C)c1ccc(NC(=S)NCC(C)C)cc1
  1%, -2%, 5%, -4%, 5%, 5, -47%, 12%, 0.4
CCOC(=O)c1c(NC(=O)c2cc3n(n2)C(C(F)(F)F)CC(c2ccccc2)N3)sc(C)c1C (stereo not drawn)
  -2%, 4%, -19%, -6%, 13%, -3, ·, 9%, -1.9
O=C(Cn1c(O)c(/C=C2\C=Nc3ccccc32)sc1=O)Nc1ccc2c(c1)OCO2
  -2%, 11%, -13%, -3%, 17%, ·, -11%, -12%, 0.0
Cc1ccc(CN2CCNC(=O)C2CC(=O)N(Cc2c(C)nn(C)c2C)C2CC2)o1 (stereo not drawn)
  5%, -1%, -2%, ?, -2%, 1, -7%, 5%, -3.5
COc1cccc(CNC(=O)c2cc3oc4ccccc4c3n2C)c1OC
  3%, 12%, -11%, 4%, 23%, 6, -18%, 5%, 0.7
CC(C)CN(C(=O)CSc1n[nH]c(-c2cccs2)n1)C1CCS(=O)(=O)C1 (stereo not drawn)
  ?, 2%, -17%, -3%, -4%, 9, ·, -4%, 2.5
O=C(Nc1cc(C(F)(F)F)ccc1N1CCOCC1)c1cccc(F)c1
  3%, -4%, 2%, 2%, 5%, 10, -29%, 9%, 0.0
CCCCN1C(=O)c2ccc(C(=O)Nc3ccc(C)c(S(=O)(=O)N(C)C)c3)cc2C1=O
  -11%, -3%, 0%, 12%, 1%, -22, ·, -6%, -0.2
Cc1cc(NC(=O)c2ccc(C#N)cc2)on1
  4%, 6%, -19%, -7%, -11%, -2, -25%, -12%, -3.0
Cc1cccc(OCC(=O)NCC(c2cccs2)N2CCOCC2)c1 (stereo not drawn)
  4%, 2%, -4%, 1%, 8%, -29, 6%, 11%, 0.2
O=C(OCc1nc2scc(-c3ccccc3)c2c(=O)[nH]1)c1ccco1
  -3%, -9%, -1%, 5%, ?, -9, 8%, 8%, -2.7
O=C(CN1CCN(c2ccc(O)cc2)CC1)Nc1ccc2c(c1)OCCO2
  -5%, 5%, 10%, 4%, 11%, -24, 6%, -5%, -0.7
COc1ccc(NC(=O)/C(C#N)=C\c2cc(OC)c(OCc3ccc(C(=O)O)cc3)cc2Br)cc1
  -17%[11.6 µM], 1%, 11µM*, 10%, -11%, -1, 8%, 23%, 1.7
COc1ccc(S(=O)(=O)N2CCC(C(=O)Nc3nnc(C)s3)CC2)cc1OC
  -4%, 3%, -10%, -4%, -5%, 7, 0%, -11%, 1.5
COc1ccc(N2CCN(C(CNS(C)(=O)=O)c3ccco3)CC2)cc1 (stereo not drawn)
  -8%, -1%, -8%, -3%, 5%, -2, 20%, -28%, -0.4
CCC(C)CCN1CCN=C1Nc1ccccc1 (stereo not drawn)
  -1%, 8%, -7%, -4%, 4%, 6, -11%, -2%, 1.7
O=C(CSCc1ccc([N+](=O)[O-])cc1)NC1CCCCCC1
  -6%, -1%, -20%, 17%, 12%, 3, 7%, 5%, -1.3
CCCN1CCCc2cc(CN(CCCN3CCOCC3)C(=O)Nc3ccc(OCC)cc3)ccc21
  -14%, -4%, -5%, 1%, -3%&-4%, ·, -12%&27%, -3%, -0.1
COc1ccc(OC)c2sc(NNC(=O)COc3ccccc3)nc12
  3%, -5%, 8%, -1%, 5%, -9, -24%, -8%, 0.0
COc1cc(C(CCN2CCCCC2)c2c(OC)cc(OC)c3c(-c4ccccc4)cc(=O)oc23)cc(OC)c1OC (stereo not drawn)
  3%, 3%, 1%, -4%, -4%, -2, 18%, 13%, -0.4
CCc1ccc(NC(=O)CSc2nc3cc(C(=O)OC)ccc3c(=O)n2Cc2ccco2)cc1
  11%, 7%, -9%, -2%, -7%, -1, -13%, -1%, -2.8
Cc1ccc(S(=O)(=O)NCCCCCC(=O)Nc2ccccn2)cc1
  0%, 4%, -12%, 0%, -8%, ·, 30%, -21%, -2.0
Cc1cccc(-c2cnc(C(O)c3ccc(Cl)cc3C)[nH]2)c1 (stereo not drawn)
  -7%, -10%, 1%, 6%, 0%, -1, -22%, 4%, -0.4
COC(=O)Nc1nnc(-c2ccco2)s1
  -2%, -2%, -24%, 1%, 1%, -7, -4%, 11%, 0.9
COc1ccc2c(CN3CCCCC3)cc(=O)oc2c1
  -4%, 6%, -1%, -1%, -4%, -4, -23%, 11%, 2.3
O=C(COc1ccccc1)N1CCc2ccccc2C1
  -14%, -5%, -13%, 0%, 1%, 2, 14%, -9%, -2.6
O=C(CSc1ccc(-c2cccnc2)nn1)N1CCCC1
  0%, 14%, -3%, -2%, 0%, 2, 12%, 6%, 0.1
CC1(C2CC2)NC(=O)N(CC(=O)Nc2ccccc2-c2ccccc2)C1=O (stereo not drawn)
  1%, 6%, -8%, -4%, -1%, -8, 11%, -21%, 0.9
CCOc1ccccc1N1CCN(c2nc(N)c(C#N)c(CC#N)c2C#N)CC1
  -24%, 7%, -19%, 0%, -5%, -67*, ?, -5%, -0.7
Cc1ccc(C(=O)N(c2ccccn2)C(C)c2ccco2)cc1C (stereo not drawn)
  3%, 3%, -3%, -3%, 9%, 0, 25%, 3%, -0.9

Copied from the list.
Abeta yeast res result of Cc1ccc(S(=O)(=O)NCCCCCC(=O)Nc2ccccn2)cc1 is entered as -8%
IL2 activator result of O=C(CSc1ccc(-c2cccnc2)nn1)N1CCCC1 is entered as 0.1

Additional records follow:
Results follow in this order: WRN inhibitor, EPAC1 agonist, PLK1 PBD inh, aSyn yeast inh, Abeta yeast res, PI5P4Ka inh, FUS yeast rescue, EPAC1 antag, IL2 activator
CC1(Oc2ccc(CC#N)cc2)CCN(Cc2ccc(-n3ccnc3)cc2)C1 (stereo not drawn)
  3%, -8%, 1%, 3%, -10%, -6, -12%, -3%, 0.4
COc1ccc(C2CC(c3cccs3)=NN2C(=O)CSc2nnc(N)s2)cc1OC (stereo not drawn)
  -7%, 0%, -23%, 1%, -8%, -2, ?, ?, -4.6
COc1cccc(C(=O)NCCCNc2nc3cc(C)cc(C)c3cc2C#N)c1
  1%, -4%, 2%, 5%, -2%, 0, -13%, 21%, -2.4
CCCCNC(=O)CSc1nc2ccccc2c(=O)n1CC1COc2ccccc2O1 (stereo not drawn)
  -2%, 0%, -3%, ·, 12%, -1, 16%, -5%, 0.5
CCN(C(=O)CSc1nc2ccccc2c(=O)n1Cc1ccc(C)cc1)C1CCS(=O)(=O)C1 (stereo not drawn)
  -2%, 9%, -4%, 1%, 5%, 0, -10%, -9%, 0.6
CC(c1ccco1)N(C(=O)c1ccc(F)cc1)c1ccccn1 (stereo not drawn)
  1%, 7%, 2%, 2%, 15%, -5, -8%, -6%, -0.2
